Screening results from PubChem BioAssay.
phage Ecoli inh = growth loss of phage-infected E. coli, primary screen, RecBCD inhibitor project, absorbance, with phage, HTS | AID 651602, 2012 | hit rate 0.26% among 360,000 | inhibition, % at 11.9 µM; in the data active means inhibition above about 11%
AddAB inh = growth inhibition of E. coli expressing H. pylori AddAB, primary screen, AddAB inhibitor project, absorbance | inhibition, % at 11.9 µM | hit rate 0.29% among 330,000 | AID 435030, 2010; in the data active means inhibition above about 12%;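 further: 0% = vehicle wells of infected cells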
PfHsp90 yeast 2 = growth inhibition of PfHsp90-expressing yeast, primary screen, antimalarial PfHsp90 inhibitor project, S. cerevisiae, BacTiter-Glo luminescence, single point, set 2 | BacTiter-Glo ATP, 48 h; yeast lacking PDR1 and PDR3 efflux regulators | inhibition, % at 9.4 µM | hit rate 0.32% among 310,000 | AID 504621, 2011;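 active means every replicate shows inhibition above about 80%, whatever the replicate mean, limit read from the data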;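 further: 0% = DMSO neutral controls and 100% = 20 µM radicicol positive controls; yeast relying on Plasmodium falciparum Hsp90 in place of its own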
Arr AP2 block = inhibitors of beta-arrestin/AP2 binding, primary screen, biochemical, GPCR trafficking, flow cytometry | beta-arrestin 1 C-terminal peptide binding to AP2 beta2-adaptin appendage (human) | inhibition, % at 10 µM | hit rate 0.31% among 340,000 | AID 504490, 2011 | FITC-arrestin peptide / GST-AP2 beads; AP2 beta2 appendage carries R879A mutation;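 active means inhibition above a set limit, near 3 SD of compounds lacking own fluorescence, cut at about 54% in these data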;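 further: plate controls were DMSO wells for no effect and 5 µM unlabelled arrestin peptide for full effect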
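Measured by: flow cytometry, FL1 (488/535 nm); Material: AP2 appendage R879A on GSH beads; Evaluation: percent response; Timing: pre-incubation 12 min, peptide binding 1 h, room temperature; Also added: 50 nM FITC-arrestin peptide; Medium: PBS with 0.05% Tween 20 and 0.1% BSA.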
OPRM1-OPRD1 inv = inverse agonists of MOR-DOR heterodimerization, primary screen, cell-based, luminescence; Mu-type opioid receptor (Homo sapiens) + Delta-type opioid receptor (Homo sapiens), …; cell-based MOR-DOR heterodimer luminescence, inverse agonism; inhibition, % at 9.3 µM; AID 504357, 2011; hit rate 0.21% among 340,000; in the data active means inhibition above about 22%, passing the limit was not always enough;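 further: 0% = cells with DMSO and 100% = wells without cells with DMSO; values of inactives mirror those of a sister screen read the other way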
Pemphigus Ab inh = inhibitors of pemphigus antibody binding to DSG3, primary screen, biochemical, bead-based, flow cytometry, scFv-GFP; Desmoglein-3 (Homo sapiens), P32926; AID 588358, 2011; DSG3-coupled beads, scFv-anti-DSG3-GFP binding; active compounds read low; hit rate 0.48% among 310,000; binding (percent of control), % at 10 µM;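 active means binding more than 3 SD below its plate's average and above zero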;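 further: hits lower antibody fragment binding to DSG3; some compounds called inactive have numbers as strong as hits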
Target sequence (P32926 whole entry, looked up, the tested form may be a part): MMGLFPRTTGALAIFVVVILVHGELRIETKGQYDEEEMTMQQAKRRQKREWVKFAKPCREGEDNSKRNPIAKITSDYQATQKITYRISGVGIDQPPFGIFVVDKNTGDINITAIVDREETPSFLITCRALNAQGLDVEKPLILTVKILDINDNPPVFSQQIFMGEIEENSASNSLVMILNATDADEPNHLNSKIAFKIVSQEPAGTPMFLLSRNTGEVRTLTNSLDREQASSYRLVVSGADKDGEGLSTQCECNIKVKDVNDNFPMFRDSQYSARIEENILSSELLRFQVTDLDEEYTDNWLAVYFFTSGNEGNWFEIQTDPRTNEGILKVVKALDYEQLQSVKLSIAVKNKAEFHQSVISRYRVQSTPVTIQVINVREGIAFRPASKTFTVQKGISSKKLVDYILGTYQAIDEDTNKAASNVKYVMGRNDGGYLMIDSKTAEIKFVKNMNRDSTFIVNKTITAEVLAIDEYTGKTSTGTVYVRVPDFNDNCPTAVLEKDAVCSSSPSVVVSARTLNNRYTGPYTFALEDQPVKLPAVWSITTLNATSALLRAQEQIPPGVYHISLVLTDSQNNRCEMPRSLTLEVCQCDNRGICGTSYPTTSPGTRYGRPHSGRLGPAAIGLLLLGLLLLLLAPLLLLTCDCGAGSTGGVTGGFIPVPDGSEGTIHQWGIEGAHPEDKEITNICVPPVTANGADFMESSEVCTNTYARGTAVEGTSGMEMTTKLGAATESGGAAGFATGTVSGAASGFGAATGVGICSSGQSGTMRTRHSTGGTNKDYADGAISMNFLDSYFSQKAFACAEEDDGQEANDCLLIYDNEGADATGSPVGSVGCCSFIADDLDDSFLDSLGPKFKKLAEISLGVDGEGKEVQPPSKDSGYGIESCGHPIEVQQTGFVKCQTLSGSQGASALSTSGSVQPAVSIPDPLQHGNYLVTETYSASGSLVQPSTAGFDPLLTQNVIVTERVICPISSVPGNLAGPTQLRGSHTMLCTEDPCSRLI
E coli growth = E. coli V3065 growth inhibition, primary screen, counter-screen for AddAB inhibitor project, absorbance, OD600 | hit rate 0.27% among 330,000 | 18 h | inhibition, % at 11.9 µM;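 active means inhibition above the campaign's mean inhibition across all tested compounds plus 3 SD, cut at about 9.9% in these data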;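 further: uninfected addAB+ strain grown without phage in ampicillin broth; 0% = DMSO wells and 100% = ciprofloxacin 0.95 µg/ml wells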
Mot1-301 SUMO = yeast Mot1-301 growth rescue at high temperature, primary screen, SUMOylation pathway inhibitor project, S. cerevisiae, ATP luminescence, 38.5C; growth rescue, % at 18.8 µM; AID 2716, 2010; S. cerevisiae Mot1-301 growth rescue; percent above DMSO median, 100 means doubled; hit rate 1% among 320,000;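 active means every valid replicate shows activation above 250% relative to neutral control wells; inactive means the rest, any valid replicate at or below 250%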;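 further: OY570 slx delta 5 strain wells were the positive control but not used for scaling; some compounds called inactive have numbers as strong as hits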
Tat transport = E. coli Tat export inhibitors, primary screen, MC4100, TorA-mCherry reporter, fluorescence, single point; inhibition, % at 10 µM; hit rate 0.036% among 340,000;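 active means mean replicate inhibition at least 50% and at least half of replicates individually reaching 50%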;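 further: exported cargo escapes ClpAP degradation while cytoplasmic cargo is degraded and loses fluorescence; 0% = median of neutral control wells and 100% = median of NaSCN control wells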
PKA-R1A activ = activators of PKA-R1A holoenzyme, primary screen, biochemical, fluorescence polarization, Cy5-IP20, bovine R1A, mouse PKAc | PKA-R1A dissociation; scaled: DMSO 0%, 113 µM cGMP 100% | activation, % at 11.4 µM | cAMP-dependent protein kinase type I-alpha regulatory subunit (Bos taurus) + … | hit rate 0.083% among 340,000;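 active means percent activation above the mean of all tested compounds plus 3 SD, cut at about 19% in these data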;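 further: higher means more PKAc released from R1A so a rise in polarization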
OPRM1-OPRD1 ag = agonists of OPRM1-OPRD1 heterodimerization, primary screen, cell-based, luminescence; Mu-type opioid receptor (Homo sapiens) + Delta-type opioid receptor (Homo sapiens), …; cells; activation, % at 9.3 µM; hit rate 0.3% among 340,000; in the data active means activation above about 18%;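 further: 0% = vehicle-treated cells and 100% = reference agonist; values of inactives mirror those of a sister screen read the other way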
Numbers without * were called inactive; nt = no result given.

smiles	phage Ecoli inh	AddAB inh	PfHsp90 yeast 2	Arr AP2 block	OPRM1-OPRD1 inv	Pemphigus Ab inh	E coli growth	Mot1-301 SUMO	Tat transport	PKA-R1A activ	OPRM1-OPRD1 ag
CC(=O)c1ccc(S(=O)(=O)N(CCCO)Cc2cc3cc(C)ccc3[nH]c2=O)cc1	-1.1	1.5	-16	2	-5	87	-1.9	-3	-5	7	0.8
CC(C)Cc1nnc(NC(=O)CCC(=O)NC2CCCCCC2)s1	3.4	3.1	2	-6	21	nt	-0.7	24	2	-9	-4.1
COc1cc(C(=O)NCCC(=O)NC(C)C)cc(OC)c1OC	2.6	1.5	-72	5	8	96	0.6	2	-7	-5	-1.6
CCOC(=O)c1ccc(NC(=O)c2nc(SC)ncc2Cl)cc1	-1.6	-2.1	6	22	7	91	1.1	11	3	7	-1.3
CCOc1ccccc1NC(=O)c1cccc(N2C(=O)CCC2=O)c1	2.4	4.0	-16	25	19	100	-0.1	5	6	-2	-2.7
Cc1ccc(/C=[N+](\[O-])c2ccccc2C)o1	-1.0	2.3	-19	26	7	92	0.7	6	0	-11	-1.4
CCOc1ccc(S(=O)(=O)NCCC(=O)N2CCCCCCC2)cc1	1.9	0.1	14	1	-2	105	-0.1	10	-4	-6	0.2
Cc1cccc(C(=O)Nc2c(C(=O)N(C)C)cnn2-c2ccccc2)c1	2.6	4.3	-2	3	6	106	4.8	-2	0	-11	-1.2
Cc1cccc(N2CCN(S(=O)(=O)c3ccc4c(c3)CCN4C(=O)CCC(=O)O)CC2C)c1 (centres undefined)	3.5	0.3	-18	6	9	95	-2.2	-3	-10	-12	-1.6
O=C(CSc1ccc2nnc(-c3ccccn3)n2n1)Nc1ccccc1F	0.1	2.7	-5	-6	0	nt	-0.3	-6	-3	-11	0.1
O=C(NCCCc1ccccc1)C1CC(=O)N(c2ccc3c(c2)OCCO3)C1 (centres undefined)	0.2	-0.7	nt	-1	4	109	-0.4	56	-6	9	-0.8
CCCn1nc(NC(=O)c2ccco2)c2cc3ccccc3nc21	2.8	2.4	4	nt	2	101	1.1	-3	-3	-2	-0.3
CCC(C)NC(=O)CS(=O)Cc1nc(-c2cccc(C)c2)oc1C (centres undefined)	0.6	-5.9	4	1	5	97	-2.7	7	-3	-3	-0.9
CCN(c1ccccc1)c1cc(C)nc2nc(C)nn12	0.3	3.6	nt	13	7	103	0.0	17	-2	1	-1.3
COc1ccc(NC(=O)NC(C)c2ccccc2)cc1 (centres undefined)	-0.1	nt	-15	-12	5	107	nt	-5	-8	-9	-0.7
COc1c(S(=O)(=O)Nc2cccnc2)ccc(Cl)c1Cl	0.3	-0.5	nt	7	0	110	1.4	0	-1	4	0.0
O=C(/C=C/c1cccc(O)c1)c1ccc(N2CCOCC2)cc1	3.2	3.9	-8	31	13	86	-0.7	-11	2	0	-2.5
CCN1C(=O)[C@@H]2Cc3c([nH]c4ccccc34)C(c3cc(OC)c(OC)c(OC)c3)N2C1=S (some centres undefined)	1.7	-1.6	-1	25	2	101	-1.8	339	7	4	-0.4
CCCCCc1ccc(OCCCC[n+]2cccc(C)c2)c(CCCCC)c1	5.9	1.2	-23	36	-1	101	-0.2	-2	30	2	0.2
Cc1ccc(CNC(=O)C(=O)NCCC2CCCCN2S(=O)(=O)c2ccc(C)cc2)cc1 (centres undefined)	1.7	0.5	-47	-20	7	112	-0.4	189	12	3	-1.4
Cc1cc(C(=O)Nc2ncc(C)s2)c2ccccc2n1	2.3	1.7	10	7	12	111	5.2	25	-4	4	-2.3
COc1ccccc1-n1c(C)cc(SC)c(C(C)=O)c1=S	2.9	2.4	8	-1	16	103	0.6	10	-3	0	-3.9
CCc1nc(SCC(=O)OC(C)C)c2ccccc2n1	2.8	2.4	18	9	7	103	-3.3	-3	-3	-1	-1.2
N#Cc1cc(Oc2ccccc2)c(-n2nnc3ccccc32)cc1C#N	0.0	0.2	nt	1	11	95	0.0	8	-8	-10	-1.9
Cc1ccc(C)n1-c1ccc(C(=O)NCc2cccnc2)cc1	nt	0.3	nt	0	2	113	-2.1	34	11	18	-0.3
COc1ccc2oc(C(=O)OCC(=O)N(C)Cc3ccccc3)c(C)c2c1	2.5	1.8	39	1	4	107	2.3	-3	2	-9	-0.6
COC(=O)c1ccc(C(=O)OC)c(NC(=O)CN(c2ccccc2)S(=O)(=O)N(C)C)c1	3.8	2.8	2	11	0	113	-2.4	274	10	0	0.1
Cc1cccc(-c2nnc(NC(=O)c3ccco3)s2)c1	0.2	2.1	10	6	15	102	1.9	-9	-1	-5	-2.7
CC1CCN(C(=O)c2ccc(N(C)S(C)(=O)=O)cc2)CC1	1.0	1.7	36	-8	8	nt	1.1	-7	-10	-1	-1.7
O=C(O)c1cccc(NC(=O)c2ccc3c(c2)C(=O)N(Cc2ccco2)C3=O)c1	5.7	2.5	-17	-4	16	105	2.6	-13	0	-8	-3.2
COc1ccc(S(=O)(=O)n2nc(OC(=O)c3ccco3)cc2N)cc1	3.8	-0.1	42	-6	-10	nt	-2.2	-1	-4	7	1.6
CCN(CC)c1ccc(NC(=O)c2ccccc2)cc1S(=O)(=O)Nc1ccccc1OC	0.3	3.4	8	11	-5	99	0.5	-3	6	-13	0.8
CCOn1c(=O)c(-c2ccccc2)[n+]([O-])c2ccccc21	0.6	-2.2	5	-7	19	92	-0.6	10	-9	12	-4.2
CCOC(=O)c1c(C)n(C)c2ccc(O)c(CN(C)C)c12	3.6	0.2	3	5	-14	102	-0.9	nt	11	-12	2.3
COc1ccc(CC(NC(C)=O)C(=O)NC2CCN(S(=O)(=O)c3ccc(NC(C)=O)cc3)CC2)cc1 (centres undefined)	2.4	4.7	4	5	4	nt	2.6	-10	-7	1	-0.7
CCOC(=O)CSc1nnc(-c2ccoc2C)n1-c1ccc(OCC)cc1	3.7	-0.5	-1	1	11	102	-0.9	191	1	-2	-2.1
COc1cc(/C=N/NC(=O)c2cccnc2)ccc1OCC(=O)Nc1ccccc1Cl	1.8	-0.1	4	1	13	nt	1.4	-9	0	-2	-2.6
O=C(CSc1ncnc2c1nnn2Cc1ccccc1)NC1CCCCC1	2.1	0.4	-8	0	11	106	-2.4	-6	-7	-2	-2.1
CCOC(=O)c1ccc(N(CCC2CO2)S(=O)(=O)c2ccc(C)cc2)cc1 (centres undefined)	2.9	nt	18	17	11	92	nt	nt	-8	-4	-2.4
Cc1nn(-c2nccs2)c2c1C(=O)CC(C)(C)C2Br (centres undefined)	-0.3	nt	-24	9	-34	103	nt	nt	-10	7	7.2
C=CCn1c(SCC(=O)c2[nH]c(C)c(C(=O)OCC)c2C)nc2scc(-c3ccc(OC)c(OC)c3)c2c1=O	2.4	-0.5	-9	0	-5	nt	-0.5	6	-5	-14	1.0
COc1cc(OC)c(C(=O)OC(C)C(=O)Nc2cccc(C(F)(F)F)c2)cc1OC (centres undefined)	-0.5	4.5	-20	-5	2	109	-0.7	-12	27	-5	-0.4
C/C(=N\NS(=O)(=O)c1ccc(Br)cc1)c1ccc2c(c1)OCO2	0.6	3.5	-61	-2	-3	106	-0.3	-14	-1	3	1.1
COC(=O)/C(=C/Nc1cccc2ccccc12)[N+](=O)[O-]	3.0	-1.4	4	-8	-24	122	-2.6	63	0	3	4.0
O=C(c1ccc(NS(=O)(=O)c2ccc3[nH]c(=O)[nH]c3c2)cc1)N1CCN(c2ccccc2O)CC1	1.5	2.8	nt	23	6	95	-0.6	134	2	-8	-1.1
CCOC12NC(=O)CC(=O)N1C(c1ccccc1)=CS2 (centres undefined)	3.4	4.0	nt	-5	-2	94	0.0	-12	3	-5	0.3
O=C(Nc1ccccn1)C1(c2ccccc2)CCCC1	4.5	-1.2	-19	7	7	104	-1.0	8	-1	-7	-1.4
O=C(NCc1ccc2c(c1)OCO2)Nc1ccc(Cl)cc1	3.6	-3.3	0	-12	-7	101	-0.2	-9	6	-14	1.2
Cc1ccc(S(=O)(=O)N2CCN(Cc3ccsc3)CC2)cc1	3.4	1.7	-7	7	-2	98	-3.2	-9	8	0	0.3
COc1ccc(N=Nc2cc(-c3ccccc3)ccc2O)cc1	1.0	3.2	20	-14	2	114	-0.5	4	0	-16	-0.3

Next compounds:
smiles	phage Ecoli inh	AddAB inh	PfHsp90 yeast 2	Arr AP2 block	OPRM1-OPRD1 inv	Pemphigus Ab inh	E coli growth	Mot1-301 SUMO	Tat transport	PKA-R1A activ	OPRM1-OPRD1 ag
CC(OC(=O)c1n[nH]c2ccccc12)C(=O)NC1CCCCC1C (centres undefined)	2.6	0.9	nt	-4	5	91	-1.9	-2	-7	-12	-1.1
Cc1cc(C)c(NC(=S)N2CCC(N(C)CC3CCCO3)CC2)c(C)c1 (centres undefined)	0.7	0.1	11	-12	18	103	-1.6	-28	1	-3	-3.5
Cc1ccccc1C1c2[nH]c3ccccc3c2C[C@H]2C(=O)N(c3ccccc3C(=O)NCCN3CCOCC3)C(=O)N12 (some centres undefined)	2.5	1.7	1	7	1	103	-1.2	-20	5	-2	-0.2
COc1cccc(NC(=O)c2cnsn2)c1	nt	1.9	17	20	11	98	0.2	37	-3	-6	-2.2
CCCCn1c(SCC(=O)NC2CC2)nnc1-c1ccncc1	-0.1	1.8	-20	5	8	123	-0.2	-24	-6	-11	-0.9
C=C(C)COc1ccc(-c2nc(N)ncc2Oc2ccccc2OC)c(O)c1	2.2	-1.5	-16	-4	-10	100	-1.9	0	-1	3	1.9
CCOc1ccc(CC(=O)NCc2ccc3c(c2)cc(C)n3C)cc1	2.2	-0.3	5	-4	0	103	1.0	-8	8	-7	0.0
O=C(Nc1cccc(C(F)(F)F)c1)c1cccnc1N1CCN(c2ccccc2)CC1	-1.6	0.4	10	7	-56	103	-1.4	-10	12	-12	8.9
COc1ccc(NC2CCCN(C(=O)CCc3ccncc3)C2)cc1OC (centres undefined)	-1.9	3.2	10	4	-30	nt	1.1	-6	-2	2	5.9

Compounds were not picked by outcome. Share with any hit: about 2.8%.
